# NPSR antag = antagonists of human neuropeptide S receptor cAMP signaling. Q6W5P4. CHO-NPSR cells, cAMP TR-FRET, antagonist mode. Potency, µM (highest dose often 38.3 µM), for the others: at the top dose activity change, negative = inhibition, actives largely listed as inhibitors. hit rate 1% among 220,000. AID 1461; also: potency is read from the fitted curve at half-maximal effect; % is scaled to controls: 0 for no effect and ±100 for the full control effect; nearly all actives have a fitted effect of over 50% in size; many of its hits are not listed in these tables
# Target sequence (Q6W5P4 whole entry, looked up): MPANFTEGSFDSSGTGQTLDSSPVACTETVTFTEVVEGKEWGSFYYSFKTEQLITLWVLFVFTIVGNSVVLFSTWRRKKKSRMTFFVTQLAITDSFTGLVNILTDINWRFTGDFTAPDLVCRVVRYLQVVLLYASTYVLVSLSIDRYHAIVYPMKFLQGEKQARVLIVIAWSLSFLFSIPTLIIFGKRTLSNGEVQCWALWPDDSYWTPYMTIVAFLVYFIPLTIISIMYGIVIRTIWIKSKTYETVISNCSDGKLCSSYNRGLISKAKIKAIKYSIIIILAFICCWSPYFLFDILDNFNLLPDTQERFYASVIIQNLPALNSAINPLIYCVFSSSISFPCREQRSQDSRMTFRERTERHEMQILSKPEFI
# KinaseGlo FLuc = blocks Kinase-Glo luciferase, a counter-screen artifact. Q27757. Kinase-Glo luciferase, ATP luminescence, 8 min. Potency, µM (titrated, usually from 38.3 µM), for inactives: at the top dose activity change, negative = inhibition, most hits filed as inhibitors. hit rate 0.28% among 200,000; also: potency is read from the fitted curve at half-maximal effect; % is scaled to controls: 0 for no effect and ±100 for the full control effect; nearly all actives have a fitted effect of over 60% in size
#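 Luminescence was the read-out, taken after 8-minute incubation at ambient temperature. Luciferase turned over luciferin with 10 uM ATP in imidazole pH 7.2 buffer containing KCl, MgCl2, Tween 20 and BSA.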
# IMPase Li inh = membrane-permeable IMPase blocker, potentiated with lithium; CHO-M1 cells, IP1 TR-FRET (IP-One), carbachol + lithium; hit rate 0.35% among 210,000; AID 1457; Potency, µM (doses to about 59.4 µM), inactives show at the top dose activity, negative = IMPase inhibition, most hits filed as inhibitors;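 also: IP1 builds up when IMPase is blocked and the TR-FRET signal falls; potency is read from the fitted curve at half-maximal effect; plate controls were basal vehicle for no effect and high inhibitor control for full effect; nearly all actives have a fitted effect of over 50% in size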
#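 Lithium-sensitised IP1 accumulation assay; M1-expressing CHO cells treated 30 min at 37C with compound. Competitive antibody detection by time-resolved FRET followed a 10 min room-temperature lysis step.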
# CBFb RUNX1 block = inhibitors of human CBF-beta and RUNX1 interaction; AID 1477; 230,000 tested, under 10 active; AlphaScreen CBFb-His/RUNX1-biotin binding, biochemical; Potency, µM (series often up to 59.8 µM), inactives show top-dose activity, negative = inhibition, actives largely listed as inhibitors; Q01196+Q13951; also: % of control where 0% means no effect
# Target sequence (Q01196 whole entry, looked up): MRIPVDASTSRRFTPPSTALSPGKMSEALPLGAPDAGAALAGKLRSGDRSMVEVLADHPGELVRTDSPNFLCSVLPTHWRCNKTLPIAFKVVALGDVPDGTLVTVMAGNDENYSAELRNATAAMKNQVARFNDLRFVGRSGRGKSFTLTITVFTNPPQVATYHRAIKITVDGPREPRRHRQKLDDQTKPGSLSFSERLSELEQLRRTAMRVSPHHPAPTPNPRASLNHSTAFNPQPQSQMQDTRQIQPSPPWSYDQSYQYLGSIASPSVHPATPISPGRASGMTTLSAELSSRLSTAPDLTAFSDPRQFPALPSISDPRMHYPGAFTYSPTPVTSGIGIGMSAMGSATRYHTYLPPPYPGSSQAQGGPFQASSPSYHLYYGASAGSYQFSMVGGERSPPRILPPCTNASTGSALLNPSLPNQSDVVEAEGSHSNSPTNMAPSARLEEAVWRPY
# Target sequence (Q13951 whole entry, looked up): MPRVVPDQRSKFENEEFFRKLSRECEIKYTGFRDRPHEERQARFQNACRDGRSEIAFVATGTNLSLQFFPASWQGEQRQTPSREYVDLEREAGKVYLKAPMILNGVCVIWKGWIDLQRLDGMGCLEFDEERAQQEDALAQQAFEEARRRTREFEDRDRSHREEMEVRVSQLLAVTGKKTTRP
#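 Interaction loss through any mechanism counts as activity. Pre-formed complex of His-CBF-beta and biotin-RUNX1 (30 nM apiece) is incubated with compound 15 min, then with 50 ng nickel and 50 ng streptavidin beads for 90 min before AlphaScreen detection.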
# Lamin A splicing = LMNA splicing modulation | HeLa LMNA splicing GFP/RFP minigene ratio, 48 h | Potency, µM (doses to about 46.1 µM), inactives show top-dose ratio change, negative = inhibition, hits mostly inhibitors | hit rate 0.01% among 200,000; active = well fitted inhibition curve with a large enough effect in the signal ratio, with a control signal flat, not every such curve was filed as active; inconclusive = small, poorly fitted or top-dose-only effect, or effect the other way, or a change in a side signal; the % refers to the signal ratio; also: potency is read from the fitted curve at half-maximal effect; % is scaled to controls: 0 for no effect and ±100 for the full control effect
#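 S3 HeLa cells stably expressing lamin A-EGFP splicing minigene plus DsRed2, 600 cells/well, 48 h compound exposure at 37C. Laser-scanning cytometry; analysed as GFP (500-530 nm)/RFP (575-640 nm) total intensity ratio; 0.5% DMSO vehicle.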
# GLA spleen mod = alpha-galactosidase A (human) modulation. human spleen homogenate, 4MU-alpha-Gal fluorescence, 40 min. AID 2107. hit rate 0.008% among 240,000. Potency, µM (doses to about 80 µM), for the others: at the highest dose activity change, negative = inhibition, usual class: inhibitors;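 also: potency is read from the fitted curve at half-maximal effect; 0% = enzyme with vehicle and -100% = no enzyme basal signal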
#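 qHTS titration in buffer at pH 5.0. Alpha-galactosidase activity in spleen homogenate was measured via 4-methylumbelliferone release from 1 mM fluorogenic substrate after 40 min at 37C and a pH 10 stop. AC50 came from Hill fits of control-normalized data.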
# Epigenetic reg = regulators of epigenetic silencing causing reporter derepression in mouse cells; hit rate 0.2% among 280,000; Potency, µM (doses to about 53.9 µM), inactives show top-dose GFP activation, most hits filed as activators; murine LDR cells, GFP reporter derepression, 30 h; also: potency is read from the fitted curve at half-maximal effect; % of control where 0% means no effect; nearly all actives have a fitted effect of over 60% in size
#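 In this reporter-derepression format, murine cells bearing a silenced integrated CMV-GFP locus incubate with test compound (30 h, 37 C), then are washed and imaged; fluorescent objects of 20–120 um count as induced cells.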
# An asterisk follows results filed as active; ? = inconclusive; . = no result given; & = joins results of further samples; [ ] = remark or other dose. Unless noted, calls follow the shape of the dose curve; as a rule, active = well fitted curve in the direction sought with a large enough effect; inconclusive = small, poorly fitted or top-dose-only effect, or another doubt; inactive = no such curve, though single readings can be large; an effect the other way counts as inactive or inconclusive. The list is partial, so the mix of outcomes need not match the whole.
SMILES,NPSR antag,KinaseGlo FLuc,IMPase Li inh,CBFb RUNX1 block,Lamin A splicing,GLA spleen mod,Epigenetic reg
CCC(=O)NC(c1cccs1)c1cc(Cl)c2cccnc2c1O (centres undefined),-6%,0%,7%,2%,2%[46 µM],3%,-1.1%
O=C(Cc1cn2ccsc2n1)NCc1ccccc1,0%[46.1 µM],-2%,2%[38.3 µM],2%,10%,2%,0.2%
Cc1cc(C)cc(CSCC(=O)NN=C2CCCCCC2)c1,-5%,-2%,1%,6%,-1%,-1%,-1.0%
CCOC(=O)c1c[nH]n(-c2ccccc2)c1=O,-4%,.,-4%,-2%,.,-2%,-1.3%
O=C(Cc1cccs1)NCC1CCCO1 (centres undefined),-2%[46.1 µM],0%,-23%[38.3 µM],-6%,-13%,-1%,1.9%
Cc1ccc(C(=O)CN(C(=O)c2ccc(Cl)cc2)N2C(=O)CCC2=O)cc1,9%,2%,1%,10%,.,-8%,-1.5%
COc1ccc(S(=O)(=O)Nc2cc3c(cc2C(C)=O)OCO3)cc1,-13%,-1%,9%,1%,.,11%,5.7%
COc1cccc(NC(=O)CNC(=O)c2ccc(C)cc2)c1,10%,3%,6%,2%,.,5%,1.1%
O=C(COc1ncnc2sccc12)N1CCN(S(=O)(=O)c2ccc(Cl)cc2)CC1,-2%[46.1 µM],-1%,-24%[38.3 µM],8%,-2%,2%,-1.0%
Cc1ccc(-n2c(SCC(N)=O)nc3c([nH]c4ccccc43)c2=O)cc1,-14%[46.1 µM],2%,17%[38.3 µM],8%,-8%,0%,0.0%&1.4%
CSc1nc(SCCN(C)C)c2c3c(sc2n1)COC(C)(C)C3,?,.,.,-2%,.,8%,2.0%
CCn1cc([N+](=O)[O-])c(C(=O)Nc2c(C)nn(Cc3cccc(F)c3)c2C)n1,17%,2%,-2%,0%,?,5%,0.0%
COc1ccc(C(=O)/C=C/Nc2cccc(O)c2)cc1,-12%[46.1 µM],?,34%[activator][38.3 µM],-3%,-11%,-2%,0.0%
CC(=O)c1ccc(N2CCN(C(=O)C3CCCN(S(=O)(=O)c4cnc[nH]4)C3)CC2)cc1 (centres undefined),-6%[46.1 µM],-2%,3%[38.3 µM],6%,?,-4%,1.0%
CCOC(=O)N1CCC(N2CC34C=CC(O3)C(C(=O)O)C4C2=O)CC1 (centres undefined),-10%[46.1 µM],0%,17%[38.3 µM],-4%,-6%,-5%,0.8%
COC(=O)Oc1ccc(/C=N/NC(=O)CN(c2ccccc2Cl)S(C)(=O)=O)cc1OC,-4%[46.1 µM],1%,7%[38.3 µM],2%,-4%,6%,2.8%
O=C(N/N=C/c1cc(Cl)ccc1O)C(=O)Nc1ccccc1OC(F)(F)C(F)F,-16%,4%,-17%,1%,?,5%,-1.0%
CCN(CC)S(=O)(=O)c1ccc(N/N=C(\C)c2ccc(OC)cc2O)nc1,-35%,.,.,-15%,.,8%,?
Cc1nc2scc(-c3ccccc3)c2c(=O)o1,-8%[46.1 µM],0%,-18%[38.3 µM],3%,12%,4%,11%
CC12CCC(C(=O)N(NC(=O)c3ccc(O)cc3)C1=O)C2(C)C (centres undefined),6%[46.1 µM],-3%,5%[38.3 µM],2%,1%,-8%,4.2%
O=C(CNC(=S)N(Cc1ccccc1)Cc1ccccc1F)NCCc1ccc(Cl)cc1,?,1%,9%,2%,3%[46 µM],-14%,-0.3%
O=C(CCSCCc1ccccn1)Nc1cccc([N+](=O)[O-])c1,5%,-2%,3%,-7%,.,-7%,-0.3%
Cc1ccc(Sc2c(C)nn(C(=O)c3cccc(S(=O)(=O)N4CCOCC4)c3)c2C)cc1,-18%[46.1 µM],-2%,28%[38.3 µM],-3%,-2%,3%,-0.7%
O=c1c(C(c2ccccc2)c2c(O)nc3n(c2=O)CCS3)c(O)nc2n1CCS2,-8%,-1%,-6%,4%,-3%,3%,0.0%
CC(=O)Nc1nc(NC(=O)C(Cl)(Cl)Cl)n(-c2ccccc2)n1,3%,.,.,-1%,.,3%,-3.2%
COc1cccc(/C=N/NC(=O)c2cnccn2)c1,14%,-8%,-4%,-3%,-6%,-7%,0.0%
CN(C)CCNCc1ccccc1OC1CCCC1,1%[46.1 µM],-1%,37%[38.3 µM],6%,12%,0%,0.0%
COc1ccc(N2C(=O)CC(N(CCc3ccc(S(N)(=O)=O)cc3)C(=S)Nc3ccccc3)C2=O)cc1 (centres undefined),-28%,.,.,-1%,.,3%,-2.8%
CCOCCCNC(=O)CSCc1nc(-c2ccc(SC)cc2)oc1C,11%,-1%,-3%,4%,.,-3%,0.4%
COC(=O)N1CCC[C@@]2(CCN(c3ncccn3)C2)C1,.,-2%,14%,.,.,2%,.

# Record cards, as listed above. Screens in order: NPSR antag | KinaseGlo FLuc | IMPase Li inh | CBFb RUNX1 block | Lamin A splicing | GLA spleen mod | Epigenetic reg
# O=C(CCSCCc1ccccn1)Nc1cccc([N+](=O)[O-])c1 in the list: 5% | -2% | 3% | -7% | . | -7% | -0.3%
# CC(=O)Nc1nc(NC(=O)C(Cl)(Cl)Cl)n(-c2ccccc2)n1 in the list: 3% | . | . | -1% | . | 3% | -3.2%
# COC(=O)N1CCC[C@@]2(CCN(c3ncccn3)C2)C1 in the list: . | -2% | 14% | . | . | 2% | .

# Continuation.
SMILES,NPSR antag,KinaseGlo FLuc,IMPase Li inh,CBFb RUNX1 block,Lamin A splicing,GLA spleen mod,Epigenetic reg
CC(C)(C)NC(=O)CN(C(=O)CNC(=O)c1cccs1)c1ccc2c(c1)OCCO2,-3%[46.1 µM],1%,20%[38.3 µM],8%,0%,-3%,2.5%
Cc1cnc(C(=O)OCC(=O)N2CCc3ccccc3C2)cn1,-1%[46.1 µM],-2%,-8%[38.3 µM],-3%,-8%,6%,0.0%
COc1ccc(C2CCCN2C(=S)Nc2ccccc2C)cc1OC (centres undefined),-5%,0%,1%,-7%,21%[46 µM],2%,1.5%
Clc1ccccc1-c1nc2nc3ccccc3nc2n1-c1ccc2c(c1)OCO2,-36%,0%,9%,-4%,-22%,-13%,-1.9%
CCNc1nc(SCCOc2ccc(Cl)cc2Cl)nc(N(C)C)n1,-36%,-1%,12%,20%,?,-3%,0.0%
CCN(CC)CCCNC(=O)CN1C(=O)CSc2ccc(S(=O)(=O)N3CCOCC3)cc21,14%,-2%,-1%,3%,-7%,-5%,0.2%
Cc1nc(N)[nH]c(=O)c1Oc1cccc(C(F)(F)F)c1,-9%,.,.,22%,7%[46 µM],8%,0.0%
O=C(c1cccc(C(F)(F)F)c1)N(c1ccccn1)C1CCCCC1,-32%,-2%,1%,16%,20%[46 µM],-10%,0.9%
Nc1nonc1-n1nnc(C(=O)O)c1-c1cccs1,-8%[46.1 µM],8%,12%[38.3 µM],12%,14%,-1%,-1.0%
COc1nccnc1NS(=O)(=O)c1ccc(NC(=S)NC(=O)c2ccc(F)cc2)cc1,-15%,-8%,-2%,3%,2%,1%,-0.2%
O=S(=O)(/C=C/c1ccccc1)Nc1cccc(S(=O)(=O)NC2=NCCC2)c1,6%,2%,-1%,10%,?,4%,-2.3%
Cc1ccc(Nc2nc3ccccc3nc2Nc2c(C)n(C)n(-c3ccccc3)c2=O)cc1,-30%,-2%,8%,0%,-10%,-19%,1.1%
Cc1ccc(NC(=O)CCc2nc3ccccc3[nH]2)cc1C,16%,.,.,4%,.,10%,0.0%
O=S(=O)(O)c1nc2ccccc2n1Cc1ccc(Cl)cc1Cl,1%[46.1 µM],3%,9%[38.3 µM],14%,?,-1%,-0.5%
Cc1cc(N(C)NC(=S)Nc2ccccc2)nc(C)n1,10%,16%,0%,-1%,?,-3%,0.9%
CCOC(=O)CNC(=O)CNC(=O)Cn1ccc2ccccc2c1=O,11%[46.1 µM],-4%,-6%[38.3 µM],3%,25%,8%,-0.7%
O=C(NCc1ccccn1)c1cc(-c2ccc(Br)cc2)nc2ccccc12,-6%,-1%,-12%,0%,?,7%,6.2%
O=C(Nc1ncc(Cc2cc(Cl)ccc2Cl)s1)c1ccc([N+](=O)[O-])cc1,-8%[46.1 µM],-4%,19%[38.3 µM],-7%,-2%,-6%,-1.3%
CN(C)S(=O)(=O)N(Cc1ccc(Br)cc1)c1ccccc1,-13%[46.1 µM],1%,38%[activator][38.3 µM],?,-11%,17%,-11%
O=C(C1CCN(Cc2ccc(Cl)cc2)CC1)N1CCN(C(c2ccccc2)c2ccccc2)CC1,?,.,.,-14%,?,-3%,-0.9%
CN(C(=O)COC(=O)CNC(=O)CNC(=O)c1ccc(Cl)cc1Cl)c1ccccc1,7%,1%,0%,5%,-6%[46 µM],0%,-0.1%
Cn1cccc1C(=O)N1CCC[C@@]2(CCN(Cc3nccs3)C2)C1,.,2%,10%,.,.,-3%,.
O=C(NCc1ccc(-c2csnn2)cc1)c1cccs1,7%,.,.,0%,.,5%,1.4%
C/C(Cn1cnc([N+](=O)[O-])n1)=N\NC(=O)c1ccc(F)cc1,4%[46.1 µM],3%,-9%,4%,-7%,10%,-1.0%
O=C(CSc1ccc2ccccc2n1)NCc1ccc2c(c1)OCO2,-23%,-2%,-5%,-27%,3%[46 µM],7%,-0.3%
COc1ccc([N+](=O)[O-])cc1NC(=O)CC(C)c1ccccc1 (centres undefined),-15%[46.1 µM],5%,10%[38.3 µM],-1%,-1%,3%,-0.8%

# Some of these compounds in order of count of non-hydrogen atoms, largest number first.
SMILES,NPSR antag,KinaseGlo FLuc,IMPase Li inh,CBFb RUNX1 block,Lamin A splicing,GLA spleen mod,Epigenetic reg
CN(C(=O)COC(=O)CNC(=O)CNC(=O)c1ccc(Cl)cc1Cl)c1ccccc1,7%,1%,0%,5%,-6%[46 µM],0%,-0.1%
O=C(CSc1ccc2ccccc2n1)NCc1ccc2c(c1)OCO2,-23%,-2%,-5%,-27%,3%[46 µM],7%,-0.3%
C/C(Cn1cnc([N+](=O)[O-])n1)=N\NC(=O)c1ccc(F)cc1,4%[46.1 µM],3%,-9%,4%,-7%,10%,-1.0%
O=C(NCc1ccc(-c2csnn2)cc1)c1cccs1,7%,.,.,0%,.,5%,1.4%
